# Compound activity deposited in PubChem by National Center for Advancing Translational Sciences (NCATS).
# DRD3 agonist = activates the human D3 dopamine receptor; D3R DiscoveRx beta-arrestin cells, luminescence, 90 min; AID 652048; actives 0.58% (n = 410,000); P35462; max activation, %; in the data active = max activation above about 30%; note: 0% is about no effect; mostly tested at two doses, the higher about 12 µM
#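 Agonist-mode cell screen: cells plated at 1500/well and incubated overnight at 37 °C, then exposed to library compounds for 90 min at 37 °C. Detection reagent was added for 30–60 min at room temperature, and luminescence was read.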
# DRD3 antagonist = blocks the human D3 dopamine receptor; D3R cells, DiscoveRx beta-arrestin luminescence, antagonist mode; active compounds read low; max response, negative = inhibition, %; actives 2.5% (n = 360,000); in the data active = max response below about -50%; inconclusive = no clear call, values can overlap the other calls; note: % is set by controls: 0 for no effect and ±100 for the full control effect; mostly tested at two doses, the higher about 12 µM
#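 Cells expressing the human receptor were seeded at 1500 cells/well, incubated overnight at 37 degrees C in 5% CO2, then exposed to library compounds with dopamine controls for 90 minutes at 37 degrees C before luminescent detection.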
# GLP1R cytotox = cytotoxicity counter-screen for GLP-1 receptor inverse agonists | HEK293 cAMP-luciferase reporter cells, luminescence, 24 h | AID 624418 | actives 0.13% (n = 410,000) | Potency, µM (doses to about 38.3 µM), for the others: top-dose activity change, negative = inhibition, usual class: inhibitors;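 note: loss of luciferase light is scored as toxicity; potency is the fitted concentration of half-maximal effect; % is set by controls: 0 for no effect and ±100 for the full control effect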
#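 A 23 nL compound transfer followed 12 hours of cell culture at 37 deg C; exposure then lasted 24 hr. Luciferase assay detection reagent was dispensed and plates read for luminescence after a 12 min room-temperature wait.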
# WRN inhibitor = WRN helicase (human) inhibition. WRN helicase unwinding, fluorescent forked duplex, kinetic. Potency, µM (titrated, usually from 114 µM), for inactives: top-dose activity change, negative = inhibition, usual class: inhibitors. actives 0.46% (n = 360,000); note: potency is the fitted concentration of half-maximal effect; % is set by controls: 0 for no effect and ±100 for the full control effect; nearly all actives have a fitted effect of over 55% in size
# Target sequence (Q14191 whole entry, looked up): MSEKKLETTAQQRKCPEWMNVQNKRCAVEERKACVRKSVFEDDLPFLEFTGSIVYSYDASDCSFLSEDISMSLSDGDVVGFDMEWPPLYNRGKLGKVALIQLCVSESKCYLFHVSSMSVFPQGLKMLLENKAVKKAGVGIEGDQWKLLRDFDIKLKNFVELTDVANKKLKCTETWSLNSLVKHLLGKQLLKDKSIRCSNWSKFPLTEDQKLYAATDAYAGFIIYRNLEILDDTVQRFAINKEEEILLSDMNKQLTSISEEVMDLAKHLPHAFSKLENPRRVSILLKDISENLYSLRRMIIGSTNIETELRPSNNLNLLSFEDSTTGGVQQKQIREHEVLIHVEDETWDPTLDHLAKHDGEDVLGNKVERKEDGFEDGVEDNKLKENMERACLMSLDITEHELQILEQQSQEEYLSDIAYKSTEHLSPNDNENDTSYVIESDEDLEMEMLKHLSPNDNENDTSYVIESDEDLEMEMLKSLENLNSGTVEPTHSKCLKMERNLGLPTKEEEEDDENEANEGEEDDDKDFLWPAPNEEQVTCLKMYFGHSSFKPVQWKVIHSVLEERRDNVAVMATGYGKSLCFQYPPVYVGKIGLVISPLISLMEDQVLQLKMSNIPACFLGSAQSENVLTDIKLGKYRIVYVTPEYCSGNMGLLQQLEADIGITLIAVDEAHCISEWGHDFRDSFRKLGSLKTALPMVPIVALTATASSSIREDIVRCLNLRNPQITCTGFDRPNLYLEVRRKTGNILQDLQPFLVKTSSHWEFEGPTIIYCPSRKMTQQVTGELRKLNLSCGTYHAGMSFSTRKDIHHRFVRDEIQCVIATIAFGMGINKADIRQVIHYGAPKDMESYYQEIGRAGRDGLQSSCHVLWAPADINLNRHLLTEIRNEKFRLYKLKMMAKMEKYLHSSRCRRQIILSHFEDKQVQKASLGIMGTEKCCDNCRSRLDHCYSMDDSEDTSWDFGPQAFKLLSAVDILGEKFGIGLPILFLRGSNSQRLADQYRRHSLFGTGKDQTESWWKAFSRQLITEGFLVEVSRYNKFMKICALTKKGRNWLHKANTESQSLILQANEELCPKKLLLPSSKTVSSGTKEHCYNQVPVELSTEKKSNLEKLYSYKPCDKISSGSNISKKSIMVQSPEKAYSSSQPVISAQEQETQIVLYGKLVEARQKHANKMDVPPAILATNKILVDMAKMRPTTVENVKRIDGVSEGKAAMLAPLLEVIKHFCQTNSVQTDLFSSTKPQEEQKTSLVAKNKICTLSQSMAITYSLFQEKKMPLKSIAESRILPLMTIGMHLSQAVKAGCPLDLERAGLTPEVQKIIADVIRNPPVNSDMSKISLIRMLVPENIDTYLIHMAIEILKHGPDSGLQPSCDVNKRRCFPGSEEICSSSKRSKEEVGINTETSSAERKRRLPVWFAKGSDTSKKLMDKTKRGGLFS
#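 Kinetic red-fluorescence monitoring (525/598 nm) tracks WRN helicase activity after 100 nM fluorophore-quencher forked duplex and 2 mM ATP are added to 20 nM enzyme pretreated 15 min at room temperature with compound.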
# GLP-1R agonist = activates the human GLP-1 receptor; Potency, µM (titrated, usually from 45.6 µM), without a hit: at the top dose activation, actives largely listed as activators; actives 0.007% (n = 380,000); HEK293 GLP-1R CRE-luciferase, luminescence, 4-6 h; cells express a hypersensitive GLP-1R form; P43220; note: potency is the fitted concentration of half-maximal effect; % of control where 0% means no effect
# PI5P4K alpha inh = blocks human PI5P4K alpha kinase activity | P48426 | PI5P4Kalpha enzyme, ADP-Glo luminescence, 60 min; active compounds read low | max response, % | actives 1.2% (n = 330,000) | AID 652105; active = max response of -50% or lower; inconclusive = between -30% and -50%; inactive = -30% or higher; note: value at the top dose of about 77 µM; % is set by controls: 0 for no effect and ±100 for the full control effect
#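 Single end-point luminescence (ADP-Glo) quantified ADP from PI5P4Kalpha turnover; ATP 5 microM final, 1 h at RT, 0.1% CHAPS and 0.28 mM EGTA in HEPES pH 7.4.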
# GLP-1R inv ag = GLP-1 receptor (human) inverse agonism | P43220 | HEK293 GLP-1R CRE-luciferase, luminescence, 24 h; GLP-1R form is constitutively active | Potency, µM (titrated, usually from 38.3 µM), inactives show top-dose activity change, negative = inhibition, actives largely listed as inhibitors | actives 1.6% (n = 410,000); note: potency is the fitted concentration of half-maximal effect; % is set by controls: 0 for no effect and ±100 for the full control effect; nearly all actives have a fitted effect of over 55% in size
#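 Assay principle: reduced luminescence from a cAMP-responsive reporter in HEK293 cells co-expressing a constitutively active GLP-1R. Conditions: 24 hr compound incubation, 37 deg C, 5% CO2.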
# PLK1 PBD inh = PLK1 (human) polo-box domain binding inhibition | Plk1 PBD binding of FITC phosphopeptide, fluorescence polarization | actives 2.8% (n = 360,000) | AID 720504 | P53350 | Potency, µM, for inactives: max response, negative = inhibition, most hits filed as inhibitors; note: potency is the fitted concentration of half-maximal effect; series mostly up to about 57 µM; % is set by controls: 0 for no effect and ±100 for the full control effect; nearly all actives have a fitted effect of over 65% in size
# IL2 activator = activators of IL-2. IL-2 activation reporter assay, cell-based qHTS; stimulated with anti-CD3/CD4/CD28 beads; in transgenic mouse T cells. activation, % (series mostly up to about 46 µM). actives 0.065% (n = 360,000). AID 652025; in the data active = activation above about 50%; inconclusive = mostly about 30% to 49%; note: 0% is about no effect
#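 Unstimulated transgenic mouse T cells, 750 per well, received compound and, after 60 minutes, anti-CD3/anti-CD4 bead plus anti-CD28 stimulation. EGFP and DsRed were quantified after 18 hours.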
# An asterisk follows results filed as active; ? = inconclusive; · = no result given; [ ] = another dose, or the depositor's remark. Unless noted, calls come from the whole dose curve; as a rule, active = well fitted curve in the direction sought with a large enough effect; inconclusive = small, poorly fitted or top-dose-only effect, or another doubt; inactive = no such curve, though single readings can be large; an effect the other way counts as inactive or inconclusive.
SMILES,DRD3 agonist,DRD3 antagonist,GLP1R cytotox,WRN inhibitor,GLP-1R agonist,PI5P4K alpha inh,GLP-1R inv ag,PLK1 PBD inh,IL2 activator
CC1(C(=O)NCc2ccccc2)Cc2c(-c3ccc(C(N)=O)cc3)ccnc2O1 (configuration not stated),58.5*,?,?,3.3%,20.3%,-0.1,6.31µM*,-7.6%,-0.3
O=C(/C=C/c1cccc(F)c1)OCC(=O)N1CCCc2ccccc21,2.2,2.8,5.8%,-1.5%,14.7%,1.4,?,-9.5%,-1.8
N#Cc1c(-c2ccccc2)nc(-c2ccccc2)[nH]c1=O,2.0,-58.0*,23.5%,-8.0%,9.8%,-2.8,2.1%,-7.5%,-0.1
O=C(CCNC(=O)c1ccc([N+](=O)[O-])cc1)NCCC1=CCCCC1,0.4,-8.0,1.0%,-7.6%,13.7%,-0.4,?,1.5%,-0.5
O=c1ccnc(Sc2ncccc2[N+](=O)[O-])[nH]1,0.3,18.2,-2.6%,-3.0%,2.2%,6.5,11.3%,26.7µM*,0.2
CN(C(=O)c1ccc(C#N)cc1)c1nnc(-c2ccccn2)s1,-9.3,-4.9,0.7%,6.4%,-2.2%,-2.5,12.9%,-6.3%,-0.7
CC(CN1C(C)CCCC1C)OC(=O)c1ccc(Cl)cc1 (configuration not stated),-14.9,-15.1,2.0%,7.9%,-2.4%,-2.2,1.6%,-16.6%,-0.2
COC(=O)c1ccc(C(=O)NN)cc1,-3.9,7.0,-2.5%,-15.9%,1.4%,3.5,15.1%,4.1%,1.5
O=C(CN1CCOCC1)N1CCCc2c1c(=O)oc1ccc(OCc3ccccc3)cc21,-5.2,19.4,-0.5%,-7.0%,-5.7%,·,0.0%,-8.9%,-4.1
Cc1cc(C(=O)OCC(=O)Nc2cc(S(=O)(=O)N(C)C)ccc2Cl)c2ccccc2n1,-1.3,9.0,8.9%[7.66 µM],6.1%,1.3%,-5.8,21.6%[7.66 µM],5.6%,-0.5
Cc1cc(Nc2ccc(Cl)cc2)nc(-c2ccccc2O)n1,14.3,51.3,-14.4%,-5.4%,-2.8%,37.4,-7.8%,-0.1%,0.9
C/C(Cn1cnc([N+](=O)[O-])n1)=N\NC(=O)c1cccnc1,-4.9,-23.9,-5.4%,-8.9%,-1.2%,-3.2,-4.1%,-4.7%,-2.4
COc1ccc(S(=O)(=O)N(C)C)cc1NC(=O)C1CCN(c2ncnc3sc(C)c(C)c23)CC1,1.5,3.7,-13.4%,0.5%,13.4%,3.6,?,-7.2%,-0.5
CCOc1ncccc1C(=O)OCC(=O)Nc1ccc2c(c1)OCCO2,0.0,6.9,6.3%,5.3%,28.7%,2.5,14.8%,-5.5%,0.2
COc1ccc(-c2cc(-c3ccc(O)cc3)nc(N)c2C#N)cc1,0.9,5.9,11.2%,-4.1%,22.1%,-7.2,1.2%,-1.5%,-4.3
CCOC(=O)C1CCN(C2=NC(=O)/C(=C/c3ccc(Cl)cc3)S2)CC1,2.3,-9.5,-3.7%,-0.6%,-4.5%,-1.9,-20.2%,-9.9%,-1.3
COc1cccc(-c2cc(C(F)(F)F)nc(-n3cc(Cl)cn3)n2)c1,3.9,-7.0,21.2%,-12.3%,-0.1%,·,-2.5%,-2.9%,-1.5
CN1CCN(CCC(=O)Nc2ccccc2)CC1,10.7,-4.1,8.9%,-22.1%,-3.4%,-6.7,13.0%,-7.5%,1.2
Cc1ccc(/C=C/S(=O)(=O)NCC(=O)OCC(=O)Nc2ccc(C(N)=O)cc2)cc1,1.5,15.8,11.7%,-14.6%,-23.3%,-6.0,5.7%,-5.0%,3.3
Cc1ccc(S(=O)(=O)N(C)/N=C/C=C/c2ccccc2)cc1,-4.0,0.0,72.6%[activator],-3.2%,-0.4%,5.5,24.5%,-5.0%,-1.4
COc1ccc(NC(=O)CN2CCc3ccccc3C2)cc1S(=O)(=O)N1CCOCC1,-22.9,19.9,1.4%,-1.9%,6.6%,4.9,0.7%,-14.9%,-1.2
CC(=O)N1CCOc2ccc(S(=O)(=O)Nc3ccc(Cl)cn3)cc21,-8.2,-4.9,3.0%,-3.5%,-1.7%,0.9,-15.7%,-19.4%,-2.9
CN(C)C(=O)Cn1c(=O)n(C)c2ccccc21,-0.1,-10.9,-2.5%,-5.5%,2.3%,·,2.1%,-3.0%,0.4
Cc1noc(C)c1COc1cccc(C(=O)N(C)Cc2cccs2)c1,0.8,-8.3,2.0%,3.5%,17.0%,5.3,14.0%,-3.3%,-0.1
CCOc1ccc(NC(=O)COC(=O)CSCC(=O)Nc2ccc(C)cc2C)cc1,8.5,33.9,3.3%,6.5%,2.5%,-0.8,12.8%,1.6%,1.5
O=C1CC(NCc2ccncc2)C(=O)N1c1ccc(Cl)cc1 (configuration not stated),-13.7,-1.3,8.4%,-3.1%,-5.6%,·,1.7%,-20.5%,-0.1
COc1ccccc1CNC(=O)N1CCN(c2ccccc2)CC1,-3.1,-4.3,1.9%,-4.4%,7.5%,-10.7,-14.4%,-4.3%,-2.8
COc1ccc(C(=O)Nc2cccnc2Sc2ccc(Cl)cc2)cc1,-5.2,-8.6,14.2%,-32.8%,11.5%,-2.0,?,-8.9%,-0.5
O=C(C[C@H]1C[C@H](C(=O)N2CCOCC2)[C@@]2(CCC3CCCC3)c3[nH]c4ccc(Cl)cc4c3CCN2C1=O)NCCCn1ccnc1,4.4,3.4,-4.5%,0.4%,-3.0%,1.1,?,-0.2%,0.1
CCCS(=O)(=O)N1CCCC(C(=O)NCCOC)C1 (configuration not stated),0.5,·,-6.4%,·,0.6%,·,8.6%,·,·
O=C(CN1CCCCCCC1)N/N=C/c1ccc(F)c(F)c1,1.6,9.0,-2.4%,-8.7%,16.0%,4.0,-11.0%,-5.1%,-1.3
CCOc1ccc(N2CC(C(=O)Nc3nnc(Cc4ccc(OC)cc4)s3)CC2=O)cc1 (configuration not stated),0.2,0.1,-4.3%,0.5%,11.3%,-26.4,6.9%,-14.3%,-1.2
O=C(Nc1ccc(S(=O)(=O)N2CCOCC2)cc1)c1nn(-c2ccc(F)cc2)ccc1=O,0.9,-1.0,0.0%,2.4%,2.5%,3.8,106.2%[activator],-2.3%,3.3
Cc1ccc(C(=O)Nc2nnc(S(=O)(=O)Nc3ccccc3C)s2)cc1C,-6.2,-3.2,1.6%,-10.5%,-5.7%,-13.0,-24.8%,-26.8%,0.2
CCCCCCn1c(=O)n2n(c1=O)[C@@H]1CN(S(=O)(=O)c3ccc(C)cc3)C[C@]1(O)[C@@H](OC(=O)NCc1ccco1)C2,0.9,18.5,-23.1%,0.8%,2.5%,-6.4,-27.9%,-7.0%,0.3
CCOc1ccc(CCNC(=O)c2ccc(N3CCCC3=O)cc2)cc1OCC,4.3,7.3,-19.8%,-7.7%,-0.7%,1.7,1.0%,-3.7%,-2.0
COc1cc2ccccc2cc1C(=O)N/N=C/c1cccs1,-0.9,?,-34.2%,-13.9%,36.3%,-2.6,?,-4.6%,-1.4
CCOC(=O)N1CCC(N2CCCC(CO)(Cc3ccccc3C)C2)CC1 (configuration not stated),3.2,15.3,0.8%,-4.5%,-1.2%,3.0,-1.8%,4.7%,0.6
COc1cccc(-c2nnc(SCCOc3ccc4c(C)cc(=O)oc4c3)o2)c1,0.7,?,-8.8%,-12.7%,4.9%,-0.6,2.0%,1.2%,0.0
COc1cccc(CN(C)C(=O)C2CCC(=O)N(Cc3cccc(F)c3)C2)c1 (configuration not stated),1.2,4.8,2.1%,-17.3%,0.9%,-2.7,15.6%,0.1%,-2.4
O=C(NCCn1cccn1)c1ccc(OC2CCN(C(=O)C3CC3)CC2)cc1,-3.1,12.5,5.3%,0.8%,-0.7%,-0.6,9.2%,-1.0%,-0.1
O=C(NC(=S)Nn1cnnc1)c1ccc(F)cc1Cl,12.0,-19.1,8.7%,-10.0%,-2.7%,-53.6*,14.4%,?,-1.9
CCOC(=O)C1=CC[C@@H](c2ccccc2)N(S(=O)(=O)c2ccc(C)cc2)[C@H]1C#N,-0.7,-18.4,-3.1%,-11.6%,0.0%,?,19.0%,6.7µM*,0.1
O=C(NCC1COc2ccccc2O1)c1cc(S(=O)(=O)N2CCOCC2)c(Cl)cc1Cl (configuration not stated),-13.9,0.0,3.5%,-5.2%,8.9%,-3.6,?,-5.1%,-2.7
C/C(=N/OC(=O)c1ccc(C)cc1)C(=O)c1ccc(Br)cc1,-2.1,-5.9,3.0%,-10.1%,-5.5%,7.0,16.2%,-6.2%,1.0
CCN(CC)c1ccc(/C=C2\C(=O)N(c3nnc(C)c(=O)[nH]3)N=C2C)cc1,28.9,-3.0,-12.3%,-11.6%[11.6 µM],-4.9%,-12.5,?,?,-2.9
COc1cccc(NC(=O)CCc2nnc3ccc(NCc4ccco4)nn23)c1,2.7,1.3,-8.1%,-15.2%,2.2%,?,33.1%[activator],-19.7%,1.8
Cc1noc(C)c1CCC(=O)N1CCCC(N2CCN(c3ccc(F)cc3)CC2)C1 (configuration not stated),3.0,5.0,-16.8%,-1.6%,0.1%,5.8,-2.6%,1.8%,-0.9
Cc1nc(SCc2ccc(OCCC(C)C)cc2)n[nH]1,2.1,30.1,-2.3%,-5.8%,23.3%,13.1,20.1%,-6.1%,0.7
CCSc1nc(C2CC2)cc(-c2cccs2)c1C#N,-20.1,-7.7,8.2%,-9.3%,9.0%,·,0.0%,-18.6%,-0.8
CC(C)(C)c1ccc(C(=O)Cn2cnnc2C#N)cc1,-2.9,-1.2,2.5%,-4.2%,1.8%,0.0,?,1.2%,-0.7

# 3 structures from above, arranged by molecular weight, ascending:
SMILES,DRD3 agonist,DRD3 antagonist,GLP1R cytotox,WRN inhibitor,GLP-1R agonist,PI5P4K alpha inh,GLP-1R inv ag,PLK1 PBD inh,IL2 activator
O=C(NC(=S)Nn1cnnc1)c1ccc(F)cc1Cl,12.0,-19.1,8.7%,-10.0%,-2.7%,-53.6*,14.4%,?,-1.9
COc1cccc(NC(=O)CCc2nnc3ccc(NCc4ccco4)nn23)c1,2.7,1.3,-8.1%,-15.2%,2.2%,?,33.1%[activator],-19.7%,1.8
O=C(NCC1COc2ccccc2O1)c1cc(S(=O)(=O)N2CCOCC2)c(Cl)cc1Cl (configuration not stated),-13.9,0.0,3.5%,-5.2%,8.9%,-3.6,?,-5.1%,-2.7
